Screening data (PubChem BioAssay)
GLP1R ag = qHTS of GLP-1 Receptor Agonists; Potency, µM (series often up to 45.6 µM), without a hit: at the highest dose activation, most hits filed as activators; HEK293 GLP-1R CRE-luciferase, luminescence, 4-6 h; cells express a hypersensitive GLP-1R form; Glucagon-like peptide 1 receptor (Homo sapiens), P43220; 380,000 tested, 0.007% active; also: potency is read from the fitted curve at half-maximal effect; % of control where 0% means no effect
Target sequence (P43220 whole entry, looked up): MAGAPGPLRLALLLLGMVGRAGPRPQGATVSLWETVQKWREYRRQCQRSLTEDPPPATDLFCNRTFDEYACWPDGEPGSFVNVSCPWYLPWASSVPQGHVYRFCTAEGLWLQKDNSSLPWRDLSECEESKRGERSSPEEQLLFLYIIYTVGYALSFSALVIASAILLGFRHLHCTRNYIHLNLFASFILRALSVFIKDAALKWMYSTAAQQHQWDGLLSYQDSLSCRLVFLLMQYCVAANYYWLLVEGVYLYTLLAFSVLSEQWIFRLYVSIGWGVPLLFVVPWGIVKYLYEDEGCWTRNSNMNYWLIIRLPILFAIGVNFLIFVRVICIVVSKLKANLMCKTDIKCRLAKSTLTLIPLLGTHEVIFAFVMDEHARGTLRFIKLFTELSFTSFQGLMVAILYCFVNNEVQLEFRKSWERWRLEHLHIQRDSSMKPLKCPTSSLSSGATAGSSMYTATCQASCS
DRD3 antagonist = qHTS of D3 Dopamine Receptor Antagonist: qHTS | max response, negative = inhibition, % | D3R cells, DiscoveRx beta-arrestin luminescence, antagonist mode; hits give low values | 360,000 tested, 2.5% active | D(3) dopamine receptor (Homo sapiens), P35462; in the data active = max response below about -50%; inconclusive = no clear call, values can overlap the other calls; also: % is scaled to controls: 0 for no effect and ±100 for the full control effect; mostly tested at two doses, the higher about 12 µM
Target sequence (P35462 whole entry, looked up): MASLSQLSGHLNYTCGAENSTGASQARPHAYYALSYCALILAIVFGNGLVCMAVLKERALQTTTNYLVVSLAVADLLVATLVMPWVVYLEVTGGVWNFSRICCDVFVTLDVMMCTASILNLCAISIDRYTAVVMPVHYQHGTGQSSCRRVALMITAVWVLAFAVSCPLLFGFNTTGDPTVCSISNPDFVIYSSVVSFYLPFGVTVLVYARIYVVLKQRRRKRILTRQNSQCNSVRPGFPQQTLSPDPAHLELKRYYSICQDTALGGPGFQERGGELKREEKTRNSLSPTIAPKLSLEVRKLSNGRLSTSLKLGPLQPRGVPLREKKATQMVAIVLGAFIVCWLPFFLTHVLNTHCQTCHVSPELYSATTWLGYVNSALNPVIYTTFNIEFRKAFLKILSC
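Cells expressing the human receptor were seeded at 1500 cells/well, incubated overnight at 37 degrees C in 5% CO2, then exposed to library compounds with dopamine controls for 90 minutes at 37 degrees C before luminescent detection.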
D3 ag = qHTS of D3 Dopamine Receptor Agonist: qHTS; D(3) dopamine receptor (Homo sapiens), P35462; max activation, %; D3R DiscoveRx beta-arrestin cells, luminescence, 90 min; 410,000 tested, 0.58% active; in the data active = max activation above about 30%; also: 0% is about no effect; mostly tested at two doses, the higher about 12 µM
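Agonist-mode cell screen: cells plated at 1500/well and incubated overnight at 37 °C, then exposed to library compounds for 90 min at 37 °C. Detection reagent was added for 30–60 min at room temperature, and luminescence was read.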
KB-V1 cytotox = qHTS assay for MDR1-selective chemotherapeutics: Primary screen using the drug-selected MDR subline cells KB-V1. KB-V1 MDR cells viability, CellTiter-Glo, 72 h. Potency, µM (highest dose often 46.1 µM), inactives show at the highest dose activity change, negative = cytotoxicity, hits mostly cytotoxic. 400,000 tested, 3.4% active. AID 1347076, 2019; also: potency is read from the fitted curve at half-maximal effect; % is scaled to controls: 0 for no effect and ±100 for the full control effect; nearly all actives have a fitted effect of over 60% in size
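Luminescent ATP read-out (CellTiter-Glo, 10 min) measures survival of drug-selected KB-V1 MDR cells after 72 h, 37 degrees C compound exposure. Medium: phenol-red-free DMEM, 10% FBS. Values from fitted concentration-response curves.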
KB-3-1 tox = qHTS assay for MDR1-selective chemotherapeutics: Primary screen using the parental adenocarcinoma cell KB-3-1 | 400,000 tested, 1.4% active | Potency, µM (series often up to 46.1 µM), without a hit: at the highest dose activity change, negative = cytotoxic, hits mostly cytotoxic | KB-3-1 viability, CellTiter-Glo ATP luminescence, 72 h | AID 1347075, 2019; also: potency is read from the fitted curve at half-maximal effect; % is scaled to controls: 0 for no effect and ±100 for the full control effect; nearly all actives have a fitted effect of over 60% in size
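Viability of parental KB-3-1 cells, measured by CellTiter-Glo luminescence, followed a 72 h incubation at 37 °C with pinned compounds in phenol-red-free DMEM containing 10% FBS.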
IL1B secr inh = qHTS for Inhibitors of Inflammasome Signaling: IL-1-beta AlphaLISA Primary Screen | THP-1 LPS/ATP IL-1B secretion, AlphaLISA, 16 h; hits give low values | activity change, % at 57.5 µM | 360,000 tested, 4.7% active | AID 743279, 2014; in the data active = activity change below about -50%; inconclusive = mostly about -30% to -49%; also: % is scaled to controls: 0 for no effect and ±100 for the full control effect
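THP-1 cells pretreated 1 hr with compounds (up to 57.5 uM final), then stimulated with LPS (250 ng/mL final) plus ATP (1.25 mM final); secreted IL-1B measured by AlphaLISA after 16 hr, decreased signal indicating inhibition.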
HT1080NT lethal = qHTS for induction of synthetic lethality in tumor cells producing 2HG: qHTS for the HT-1080-NT fibrosarcoma cell line; HT-1080-NT fibrosarcoma viability, CellTiter-Glo ATP luminescence, 48 h; Potency, µM (series often up to 46.1 µM), for the others: at the highest dose activity, negative = less viability, actives largely listed as cytotoxic; 360,000 tested, 1.6% active; AID 686970, 2013;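 also: NT is the 2HG producing partner of a matched IDH1 knockdown line; potency is read from the fitted curve at half-maximal effect; 0% = DMSO-treated cells and -100% = media-only wells without cells; nearly all actives have a fitted effect of over 55% in size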
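HT-1080-NT; 750 cells/well; 5% FBS RPMI; 48 h compound, 37 degrees C; CellTiter-Glo luminescence; curve fitting and curve-class assignment.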
HT1080 IDH1KD tx = qHTS for induction of synthetic lethality in tumor cells producing 2HG: qHTS for the HT-1080-IDH1KD cell line; AID 686971, 2013; 360,000 tested, 2% active; Potency, µM (titrated, usually from 46.1 µM), for inactives: at the highest dose activity, negative = toxicity, hits mostly cytotoxic; HT-1080 IDH1 knockdown viability, ATP luminescence, 48 h;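 also: potency is read from the fitted curve at half-maximal effect; 0% = DMSO wells and -100% = cell-free medium wells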
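Knockdown cells (IDH1KD HT-1080) received compounds 2 h after plating at 750 cells/well and were kept 48 h at 37 °C in 5% FBS RPMI. A CellTiter-Glo luminescence read gave % activity for curve fitting.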
SW480 rerep = A quantitative high throughput screen for small molecules that induce DNA re-replication in SW480 colon adenocarcinoma cells | SW480 DNA re-replication, Hoechst DNA content imaging, 48 h | Potency, µM (doses to about 46.1 µM), for the others: at the top dose re-replication activation, usual class: activators | 340,000 tested, 1.8% active | AID 624297, 2012; also: potency is read from the fitted curve at half-maximal effect; % of control where 0% means no effect; nearly all actives have a fitted effect of over 55% in size
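Image-based DNA-content assay: after two days of treatment, nuclei were labelled with the DNA dye Hoechst and imaged, and hits were compounds raising the count of nuclei showing high fluorescence intensity.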
Numbers without * were called inactive; ? = inconclusive; / = not tested or not shown; & = joins results of further samples; [ ] = dose if it differs, or a comment. Unless noted, calls follow the shape of the dose curve; as a rule, active = well fitted curve in the direction sought with a large enough effect; inconclusive = small, poorly fitted or top-dose-only effect, or another doubt; inactive = no such curve, though single readings can be large; an effect the other way counts as inactive or inconclusive.

SMILES	GLP1R ag	DRD3 antagonist	D3 ag	KB-V1 cytotox	KB-3-1 tox	IL1B secr inh	HT1080NT lethal	HT1080 IDH1KD tx	SW480 rerep
CC[C@]12c3[nH]c4ccccc4c3CCN1C(=O)C(CC(=O)NCC13CC4CC(CC(C4)C1)C3)C[C@@H]2C(=O)N1CCN(C(=O)c2ccco2)CC1 (some centres undefined)	-1%	-8	3	0%	0%	?	?	?	28%
Cc1ccc(C(=O)Oc2ccc(-c3nnco3)cc2)o1	2%	-1	2	18%	14%	-4	11%	15%	-522%[inhibitor]
CC(C(=O)Nc1nnc(C2CC2)s1)N1C(=O)C2CC=CCC2C1=O (centres undefined)	-8%	-5	-7	19%	-2%	0	8%	10%	-2%
O=C1C=C(NCc2ccc(Cl)cc2)CCC1	4%	-22	-7	-21%	2%	3	-9%	0%	-31%[inhibitor]
CN(C)S(=O)(=O)N1CCC(Oc2cccc(C(=O)NCCC3=CCCCC3)c2)CC1	-14%	1	-1	?	?	0	-24%	-22%	3%
CCc1nc(-c2ccccc2)c2ccccn12	2%	-3	-6	-1%	-23%	-7	15%	22%	1%
COc1ccc(CCNC(=O)C2CCN(S(=O)(=O)c3c(C)noc3C)CC2)cc1OC	0%	-5	1	12%	24%	-10	7%	9%	-7%
O=C(Nc1ccccc1C(=O)NCCN1CCOCC1)c1ccco1	0%	10	-2	?	10%	4	8%	12%	-8%
O=C(C[n+]1cccc(C(=O)Nc2ccccc2)c1)c1ccc(Cl)cc1	-2%	?	-4	-7%	20%	?	-11%	?	/
C=CCN1C(=O)S/C(=C\c2ccc3c(c2)n(C)c(=O)n3C)C1=O	2%	14	7	18µM*	13%	2	9%	6%	6%
C/C(=N\Nc1nc(C(C)(C)C)cs1)c1ccccc1	-1%	4	-11	-2%	-3%	0	4%	-14%	6%
CC(C)C(=O)NNC(=O)C1CC1(c1ccccc1)c1ccccc1 (centres undefined)	2%	-5	-5	8%	9%	12	14%	26%	5%
Cc1ccc(NC(=O)C(=O)NCC2CCN(C(=O)c3cccc([N+](=O)[O-])c3)CC2)cc1	0%	-5	-2	?	-9%	4	5%	7%	?
CN1N=C2c3ccccc3CCC2C1c1ccc(C(F)(F)F)cc1 (centres undefined)	-8%	-5	2	10%	3%	0	0%	2%	-45%[inhibitor]
O=C(CCC1=NS(=O)(=O)c2ccccc2N1)NC1CCCCCCC1	2%	14	0	1%	-13%	-9	-2%	-2%	7%

In the list so far, three contain a furan ring, fused or not.
SMILES	GLP1R ag	DRD3 antagonist	D3 ag	KB-V1 cytotox	KB-3-1 tox	IL1B secr inh	HT1080NT lethal	HT1080 IDH1KD tx	SW480 rerep
CC[C@]12c3[nH]c4ccccc4c3CCN1C(=O)C(CC(=O)NCC13CC4CC(CC(C4)C1)C3)C[C@@H]2C(=O)N1CCN(C(=O)c2ccco2)CC1 (some centres undefined)	-1%	-8	3	0%	0%	?	?	?	28%
Cc1ccc(C(=O)Oc2ccc(-c3nnco3)cc2)o1	2%	-1	2	18%	14%	-4	11%	15%	-522%[inhibitor]
O=C(Nc1ccccc1C(=O)NCCN1CCOCC1)c1ccco1	0%	10	-2	?	10%	4	8%	12%	-8%

Next section
SMILES	GLP1R ag	DRD3 antagonist	D3 ag	KB-V1 cytotox	KB-3-1 tox	IL1B secr inh	HT1080NT lethal	HT1080 IDH1KD tx	SW480 rerep
CCCNC(=O)NC(=O)CSc1nnc(-c2ccncc2)n1CC	-6%	7	9	12%	4%	21	15%	-4%	18%
CCCCCCOc1cccc(N)c1	9%	-14	-6	0%	-3%	23	5%	1%	0%
c1ccc(CCCCc2ccccn2)cc1	10%	-1	2	6%	-1%	-21	11%	16%	-2%
COc1ccc(C(=O)COC(=O)[C@H](C)Nc2ccc(C(F)(F)F)cc2[N+](=O)[O-])cc1	-6%	0	-1	1%	-12%	-10	-3%	-3%	-6%
CCOC(=O)N1CCN(CC(=O)Nc2ccc(C)cc2)CC1	-5%	-13	-7	-11%	-11%	30	0%	-12%	-3%
O=C(CNc1ccc2c(c1)OCO2)N/N=C\c1ccccc1Cl	-11%	6	7	1%	8%	?	6%	1%	9%
Cc1ccc(C(=O)NCC(=O)OCN2C(=O)c3ccccc3C2=O)cc1C	0%	26	2	21%	4%	24	11%	4%	-2%
CCC(=O)NC(c1ccco1)c1cc(Cl)c2cccnc2c1O (centres undefined)	4%	?	-5	?	?	157	?	3.7µM*	2.6µM*
Fc1ccc(Nc2nc(NCc3ccccc3)nc3ccsc23)cc1	24%	9	3	?	0%	?	21µM*	-25%	/
CCCCn1nc(C(=O)Oc2ccc3c(C)cc(=O)oc3c2)c2ccccc2c1=O	-1%	48	4	0%	13%	12	5%	11%	0%
O=C(CC(=O)c1ccccc1)Nc1cc(C(F)(F)F)ccc1Cl	-26%	0	-3	?	-1%	-12	17%	12%	-62%[inhibitor]
CCC1CN(C(=O)NCc2ccccc2)c2cc(C)ccc2O1 (centres undefined)	10%	10	8&9	-2%	-2%	-10	0%	1%	-2%
O=C(c1cc(S(=O)(=O)N2CCCCC2)ccc1N1CCOCC1)N1CCN(Cc2ccccc2)CC1	7%	7	-2	-2%	-2%	-14	10%	6%	-2%
CCC(C)N(C(=O)c1csnn1)C(C(=O)NCc1ccc(F)cc1)c1ccccc1 (centres undefined)	4%	2	2	-1%	10%	6	7%	1%	3%
CC(=O)C1C(c2ccc(Cl)cc2)NC(=O)NC1(O)C(F)(F)F (centres undefined)	-2%	-4	0	24%	0%	0	-3%	-1%	-1%
N#Cc1ccccc1NC(=O)CN1CCN(c2ccccn2)CC1	15%	6	11	-3%	-1%	9	9%	1%	-3%
COc1cccc(CNc2nc3cc(-c4ccccc4)sc3c(=O)n2C)c1OC	0%	14	-5	0%	23µM*	-4	?	?	/
CC(c1ccccc1)N1C(=O)NC(NC(=O)c2cccnc2)(C(F)(F)F)C1=O (centres undefined)	-4%	16	0	12%	13%	78	12%	15%	-9%
CCOC(=O)C1CCCN(c2nc(C)nc3c2oc2ccccc23)C1 (centres undefined)	10%	19	15	8.2µM*	-10%	9	?	?	29%
O=C(NCCCCc1ccccc1)c1ccccc1Br	8%	101	5	-14%	-2%	-26	19%	9%	-6%
CCOC(=O)C1CCN(S(=O)(=O)c2ccc3c(c2)CC(=O)N3)CC1	4%	35	-5	0%	0%	?	10%	11%	-13%
Cc1cc2ccccn2c1C(=O)c1ccc(N/N=C/c2ccc(C(=O)O)cc2)c([N+](=O)[O-])c1	-8%	-18	3	-20%	-3%	-6	3%	-7%	0%
CCOc1ccc(NC(=O)CN(C)C(=O)c2cn(-c3ccc(F)cc3)nc2-c2cccc(OC)c2)cc1OCC	-5%	3	5	?	-4%	-4	-11%	-12%	1%
CCOc1ccc(C(c2c(NC(=O)c3ccccc3)sc(C)c2C)N2CCN(C)CC2)cc1 (centres undefined)	-29%	-9	1	-9%	-15%	-62*	?	?	1%
CC1CN(C2CCCCC2)C(=S)NC1=O (centres undefined)	8%	10	5	18%	11%	12	0%	9%	5%
O=C(NCc1nnnn1-c1ccc(F)cc1)c1ccc2c(c1)OCO2	-4%	9	0	3%	-10%	0	-4%	-3%	/
CCOC(=O)Nc1ccc(S(=O)(=O)Nc2cc(C)on2)cc1	-9%	-18	23	8%	5%	4	6%	0%	-7%
CC(=O)c1cccc(-n2c(CCC(=O)O)ccc2-c2cccs2)c1	10%	-27	-6	-13%	9%	18	-1%	?	-2%
O=[N+]([O-])c1c(Nc2ccc(Br)cc2)ccc2nonc12	3%	12	-1	2%	-1%	1	12%	22%	-4%
CCCC1=Nc2cc(C(=O)NCCc3ccccc3)ccc2Sc2ccc(C)cc21	-6%	/	-20	?	7.3µM*	/	/	/	/
COc1cc(C(=O)N2CCN(c3ccccc3OC)CC2)c([N+](=O)[O-])cc1OC	3%	8	0	?	?	28	-20%	-24%	?
O=C(CN1C(=O)COc2ccc(Cl)cc21)N1CCc2ccccc21	-4%	13	4	1%	9%	-9	9%[9.24 µM]	-22%	-1%
CCc1sc(C(=O)Nc2ccc(N3CCOCC3)cc2)cc1C	23%	3	2	-11%	?	-64*	?	?	14%
CC1CN(c2nc(-c3ccc(Br)cc3)nnc2-c2ccccc2)CC(C)N1 (centres undefined)	5%	20	3	0%	-16%	-105*	-13%	-1%	23%
CCCCN=c1scc(-c2ccc3c(c2)NC(=O)CO3)n1N=C1CCCC1	-5%	55	5	?	?	?	?	?	-8%
CCOc1ccc(Cn2nnc(C(=O)Nc3cc(OC)cc(OC)c3)c2N)cc1	6%	4	0	1%	-3%	-11	-4%	-20%	-8%
COc1cc(/C=N/n2cnnc2)ccc1OCCOc1ccccc1	3%	9	3	-28%	18%	-18	-5%	2%[9.24 µM]	-6%
CCN(CC)c1ccc(C2NC(=O)NC(C)=C2C(=O)Nc2ccccc2)cc1 (centres undefined)	-2%	-15	0	3%	11%	-3	-6%	1%	-5%[9.22 µM]
CN1CCN(c2nc3c(c(=O)[nH]c(=O)n3C)n2Cc2cccc3ccccc23)CC1	3%	18	1	2%	-1%	16	11%	16%	-11%
O=C(C[C@H]1C/C=C\CC[C@H](Cc2ccc(F)cc2)C(=O)OC[C@H]2CCCN2C1=O)N[C@H](CO)Cc1ccccc1	-2%	58	1	0%	0%	-3	2%	8%	-29%
CCCCOc1ccc(C2=CSC3=NCCN23)cc1[N+](=O)[O-]	5%	-21	-19	-4%	-4%	-25	-1%	-9%	-6%
